Screening results deposited in PubChem by National Center for Advancing Translational Sciences (NCATS).
ALOX12 inh: ALOX12 (human) lipoxygenase inhibition. 580,000 compounds, 1.1% hits. Potency, µM (doses to about 108 µM), for the others: at the top dose activity change, negative = inhibition, usual class: inhibitors. purified 12hLO, xylenol orange hydroperoxide absorbance; further: potency means the concentration at half of the fitted maximal effect; on the % scale 0 is the no-effect control and ±100 the full control effect
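Purified human 12hLO at 150 nM in 25 mM Hepes, 0.01% Triton X-100, pH 7.0, preincubated 15 min at room temperature with compound. Reaction started with 40 uM arachidonic acid, 30 min at room temperature. Hydroperoxide measured by Fe-xylenol orange, 573/405 nm absorbance ratio.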
D2 agonist: activates the human D2 dopamine receptor; HEK293 T-REx D2 cells, calcium flux agonist mode; activation, % at 2 µM; 340,000 compounds, 0.53% hits; AID 485358;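 active means activation over 3 SD above normal in the single-dose calcium agonist read, cut at about 30% in these data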; further: 0% is about no effect
Target sequence (P14416 whole entry, looked up): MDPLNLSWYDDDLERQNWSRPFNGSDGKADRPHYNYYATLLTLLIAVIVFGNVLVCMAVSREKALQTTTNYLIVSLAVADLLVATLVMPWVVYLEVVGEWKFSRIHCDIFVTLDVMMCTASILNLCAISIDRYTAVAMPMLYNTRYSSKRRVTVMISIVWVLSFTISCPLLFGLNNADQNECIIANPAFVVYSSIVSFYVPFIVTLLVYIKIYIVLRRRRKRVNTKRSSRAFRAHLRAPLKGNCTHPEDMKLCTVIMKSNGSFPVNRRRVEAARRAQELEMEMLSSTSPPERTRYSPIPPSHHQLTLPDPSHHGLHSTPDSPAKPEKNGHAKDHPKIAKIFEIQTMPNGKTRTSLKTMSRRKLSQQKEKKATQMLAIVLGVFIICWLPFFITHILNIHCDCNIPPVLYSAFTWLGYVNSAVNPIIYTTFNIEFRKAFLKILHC
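In this primary screen, compounds producing a positive calcium signal within 180 s of addition to tetracycline-induced, force-coupled HEK293 Trex D2 cells are flagged; cells are dye-loaded with a no-wash calcium kit beforehand.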
Glioma ERSR ind: inducers of ER stress response in human glioma cells; U87-MG GRP78 promoter luciferase reporter, 16 h; Potency, µM, for the others: at the top dose activation, hits mostly activators; 420,000 compounds, 0.02% hits; AID 602332; further: potency means the concentration at half of the fitted maximal effect; series mostly up to about 76 µM; % of control where 0% means no effect; nearly all actives have a fitted effect of over 35% in size
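ERSR induction read as luciferase luminescence (Bright-Glo, 10 min at room temperature) in stably transfected human U87-MG glioma cells exposed to compounds for 16 h, using GRP78 as sensor.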
RGS4 inhibitor: inhibitors of human regulator of G protein signaling 4; 390,000 compounds, 0.039% hits; Potency, µM (highest dose often 114 µM), for the others: top-dose activity change, negative = inhibition, most hits filed as inhibitors; Transcreener GDP fluorescence polarization, RGS4-accelerated GTP hydrolysis; P49798; further: potency means the concentration at half of the fitted maximal effect; on the % scale 0 is the no-effect control and ±100 the full control effect; nearly all actives have a fitted effect of over 75% in size; some results filed as inactive show a strong effect at the top dose
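MLSMR compounds (23 nl, pin-transferred) preincubated 10 min at room temperature with a 500nM (2x) first reagent, then RGS4 at 900nM (2x) plus Transcreener GDP mix added; fluorescence polarization (620/688 nm) read before and after 90 min at 30 °C.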
D2 antag: D2 dopamine receptor (human) antagonism; HEK293 TREx D2 cells, calcium flux, dopamine EC80; 340,000 compounds, 2% hits; inhibition, % at 10 µM; AID 485344; in the data active means inhibition above about 30%; further: 0% is about no effect
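Inhibition of EC80 dopamine-driven calcium flux, recorded kinetically, defines activity here; cells are a tetracycline-induced HEK293 T-REx line expressing force-coupled D2.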
ERG-DNA inh: blocks human ERG Ets domain binding to DNA; 370,000 compounds, 0.028% hits; Potency, µM (series often up to 76.9 µM), for inactives: at the highest dose FP activity, negative = inhibition, hits mostly inhibitors; AID 624246; fluorescence polarization, His-ERG Ets domain / labelled DNA; P11308; active means well fitted inhibition curve with a large enough effect in the polarisation, with a control signal flat; inconclusive means small, poorly fitted or top-dose-only effect, or effect the other way, or a change in a side signal; inactive means no such curve, though single readings can be large or run the other way; the % refers to the polarisation;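 further: polarization taken with two DNA probes labelled with fluorescein and Texas red; potency means the concentration at half of the fitted maximal effect; % of control where 0% means no effect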
Target sequence (P11308 whole entry, looked up, the tested form may be a part): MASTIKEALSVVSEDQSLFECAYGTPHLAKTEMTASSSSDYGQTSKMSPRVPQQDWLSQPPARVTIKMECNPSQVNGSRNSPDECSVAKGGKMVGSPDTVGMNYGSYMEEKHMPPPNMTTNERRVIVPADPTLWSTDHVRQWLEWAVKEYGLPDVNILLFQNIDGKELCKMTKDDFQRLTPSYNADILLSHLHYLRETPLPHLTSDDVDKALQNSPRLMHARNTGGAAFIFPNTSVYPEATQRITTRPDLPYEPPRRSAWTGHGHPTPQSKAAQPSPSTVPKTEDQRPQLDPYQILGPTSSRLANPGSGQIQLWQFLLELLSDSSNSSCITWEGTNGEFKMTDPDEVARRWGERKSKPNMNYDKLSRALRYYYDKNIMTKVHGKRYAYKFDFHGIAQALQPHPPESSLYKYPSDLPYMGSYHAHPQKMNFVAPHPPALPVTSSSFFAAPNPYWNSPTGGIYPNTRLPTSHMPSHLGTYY
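His-tagged ERG Ets domain (1 uM in the protein solution; 300mM KCl, 50mM Tris-HCl, 1mM EDTA, 1mM DTT, pH 7.5) received compound, then a probe mix of 5 nM fluorescein-DNA and 100nM Texas-615-DNA. Fluorescence polarization was read for both dyes.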
Vif-A3F inh: Vif-A3F binding inhibition; HeLa A3F-eYFP + Vif (tagged APOBEC3F with the HIV-1 protein that degrades it), YFP fluorescence increase; 390,000 compounds, 0.2% hits; Potency, µM (top dose mostly 46.1 µM), inactives show top-dose activity, negative = active; AID 602313; further: potency means the concentration at half of the fitted maximal effect; % of control where 0% means no effect; nearly all actives have a fitted effect of over 65% in size
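Fluorescence increase (Ex 488/Em 500-530) after overnight compound treatment at 37 deg C flags inhibition of Vif-driven A3F-eYFP loss in stable HeLa A3F-eYFP/Vif cells seeded overnight beforehand.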
LDHA block: LDHA (human) enzyme inhibition | 480,000 compounds, 0.15% hits | P00338 | activity change, % (values are at about 110 or 230 µM) | purified LDHA, NADH/diaphorase-resazurin fluorescence; active compounds read low; in the data active means activity change below about -30%; inconclusive means mostly about -25% to -30%;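 further: plate controls were DMSO wells for no effect and wells without enzyme for full effect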
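Resorufin fluorescence (ex540/em590), read at 0 and 20 min after diaphorase/resazurin addition, reports the NADH left after a 5 min room-temperature reaction of 2 nM human LDH5 with 0.06 mM NADH and 0.2 mM pyruvate.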
Vif-A3G inh: inhibitors of Vif-APOBEC3G interaction; Q9HC16; HeLa A3G-eYFP + Vif (tagged APOBEC3G with the HIV-1 protein that degrades it), YFP fluorescence, overnight; Potency, µM (titrated, usually from 46.1 µM), for inactives: at the highest dose activity, negative = active, hits mostly inhibitors; 410,000 compounds, 0.076% hits; AID 602310;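 further: potency means the concentration at half of the fitted maximal effect; on the % scale 0 is the no-effect control and ±100 the full control effect; nearly all actives have a fitted effect of over 60% in size; hits raise eYFP signal because A3G escapes Vif-driven loss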
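Read-out is eYFP fluorescence (Ex 488/Em 500-530) from Vif-expressing HeLa A3G-eYFP cells; more signal means A3G escaped Vif-mediated degradation. Cells plated overnight, compound pinned in, incubated overnight at 37 deg C.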
Numbers without * were called inactive; ? = inconclusive; / = not tested or not shown; [ ] = remark or other dose. Unless noted, the call rests on the fitted dose curve; in most records, active means well fitted curve in the direction sought with a large enough effect; inconclusive means small, poorly fitted or top-dose-only effect, or another doubt; inactive means no such curve, though single readings can be large; an effect the other way counts as inactive or inconclusive.

Order of results: ALOX12 inh, D2 agonist, Glioma ERSR ind, RGS4 inhibitor, D2 antag, ERG-DNA inh, Vif-A3F inh, LDHA block, Vif-A3G inh
> COc1ccccc1Nc1nn2c(=O)c3ccc(C(=O)NC(C)c4ccccc4)cc3nc2s1 (stereo not given)
    -12.1%, /, 0.8%, -26.4%, /, -0.4%, 5.4%, -9.7, -3.8%
> COC(=O)c1cccc(NC(=O)c2ccco2)c1
    413.0%[activator], -0.1, -0.6%, -23.9%, 11.5, -6.2%, 4.7%, 0.6, -2.6%
> COc1ccc(C)cc1S(=O)(=O)Nc1cccc(Cl)c1
    0.0%, -0.3, -3.9%, 12.9%, 5.1, 1.2%, 5.1%, -8.3, -8.4%
> CC(=O)N1CCOc2ccc(S(=O)(=O)NC(C)c3ccccc3)cc21 (stereo not given)
    8.4%, 0.1, -3.1%, -4.8%[56.9 µM], -2.6, -0.5%, -12.5%, -18.1, -2.2%
> CC(=O)N1N=C(N)SC12CCCC2
    -14.3%, 2.9, 1.1%, -11.4%, -0.8, 4.3%, -12.1%, -2.9, -1.8%
> CC(C)N(C(=O)COC(=O)c1ccc(Cl)c(S(N)(=O)=O)c1)C(C)C
    -13.6%, 2.0, 1.5%, 21.2%, -1.5, 3.0%, -1.9%, -16.0, -5.3%
> COC(=O)c1ccccc1NC(=O)c1sc2nc(C)cc(C)c2c1NC(=O)c1ccccc1Cl
    -13.5%, 0.3, -0.3%, 11.5%, /, -2.3%, 4.5%, -7.0, 0.8%
> C/C(=N\NC(=O)c1cc(C)nc2ccccc12)c1ccco1
    7.4%, 1.4, 0.0%, -0.1%, 3.9, -8.2%, 4.6%, -2.0, -5.8%
> Cc1ccc(NC(=O)CCCc2nnc3n(C)c(=O)c4sccc4n23)cc1C
    -20.7%, -0.2, -0.5%, 6.1%, /, 3.3%, 7.6%, 0.3, -5.3%
> O=C(c1ccc(Cl)cc1)c1oc2ccccc2c1CS(=O)c1ccccc1 (stereo not given)
    ?, 2.1, -3.6%, -36.1%, -44.4, 10.5%, -1.9%, -5.6, -0.3%
> CCOc1ccc(N2C(=O)C3C4C=CC(CC4)C3C2=O)c([N+](=O)[O-])c1 (stereo not given)
    0.0%, -0.3, 1.2%, 11.6%[11.4 µM], 8.1, 3.3%, 2.6%, -1.8, 2.0%
> CCc1ccccc1NC(=O)COc1ccc(N2CC(C(N)=O)CC2=O)cc1 (stereo not given)
    3.2%, 4.4, -1.9%, -22.5%, 3.4, -6.4%, 2.4%, -3.0, 2.9%
> Cc1c(C(=O)Oc2ccc(-c3cnc4ccccc4n3)cc2)cccc1[N+](=O)[O-]
    -15.2%, 0.2, 0.1%, ?, -1.8, -4.0%, 1.5%, -5.2, 1.4%
> O=C(N/N=C/c1ccc(N2CCCC2)c([N+](=O)[O-])c1)c1cccnc1
    2.3%, 1.3, 2.5%, -20.6%, 40.6*, 5.9%, -2.2%, -1.6, 0.0%
> CS(=O)(=O)N(Cc1ccccc1Cl)c1ccc(C(=O)NCc2cccnc2)cc1
    8.9%, 1.7, -1.0%, 5.5%, 5.8, -3.1%, ?, -10.1, -1.5%
> O=C(Nc1ccc(Cl)cc1)N1CCC(c2nc(-c3ccc(F)cc3)no2)CC1
    -6.0%, -1.1, 0.6%, 1.0%, 5.7, -8.9%, -15.8%, 0.8, 0.5%
> CCOC(=O)C1(Cc2cccc(F)c2)CCN(Cc2nc(CC)[nH]c2C)CC1
    1.9%, 1.6, -4.5%, 5.4%, 4.4, 19.6%, ?, -3.9, -0.1%
> COC(=O)c1ccc(C2c3c(oc4cc(C)c(C)cc4c3=O)C(=O)N2c2ccccn2)cc1 (stereo not given)
    1.7%, 0.6, -2.7%, 16.6%, /, 0.6%, -2.6%, 1.2, 3.0%
> Cc1ccc(OC(=O)c2cc(=O)c3ccccc3o2)cc1
    -17.9%, /, 1.6%, 11.0%, /, 0.4%, -11.2%, -0.7, -0.4%
> CN(Cc1ccccc1)c1ncnc(N)c1[N+](=O)[O-]
    -21.6%, 0.1, -2.8%, 26.5%, -9.8, 5.9%, -9.5%, -5.5, 2.1%

Part of the list above, limited to Glioma ERSR ind, Vif-A3G inh and LDHA block:
Molecule | Glioma ERSR ind | Vif-A3G inh | LDHA block
Cc1c(C(=O)Oc2ccc(-c3cnc4ccccc4n3)cc2)cccc1[N+](=O)[O-] | 0.1% | 1.4% | -5.2
O=C(N/N=C/c1ccc(N2CCCC2)c([N+](=O)[O-])c1)c1cccnc1 | 2.5% | 0.0% | -1.6
CS(=O)(=O)N(Cc1ccccc1Cl)c1ccc(C(=O)NCc2cccnc2)cc1 | -1.0% | -1.5% | -10.1
O=C(Nc1ccc(Cl)cc1)N1CCC(c2nc(-c3ccc(F)cc3)no2)CC1 | 0.6% | 0.5% | 0.8
CCOC(=O)C1(Cc2cccc(F)c2)CCN(Cc2nc(CC)[nH]c2C)CC1 | -4.5% | -0.1% | -3.9
COC(=O)c1ccc(C2c3c(oc4cc(C)c(C)cc4c3=O)C(=O)N2c2ccccn2)cc1 (stereo not given) | -2.7% | 3.0% | 1.2
Cc1ccc(OC(=O)c2cc(=O)c3ccccc3o2)cc1 | 1.6% | -0.4% | -0.7

Remaining list, next part
Order of results: ALOX12 inh, D2 agonist, Glioma ERSR ind, RGS4 inhibitor, D2 antag, ERG-DNA inh, Vif-A3F inh, LDHA block, Vif-A3G inh
> CC1c2[nH]c3ccccc3c2C[C@H]2C(=O)N(CCO)CC(=O)N12 (stereo not given in full)
    0.0%, 2.1, -0.3%, 10.5%, 7.7, -13.6%, -12.2%, 0.5, -1.0%
> O=C(CCN1CCN(c2ccccc2)CC1)N/N=C/c1ccccc1O
    0.3%, 79.2*, -1.0%, 20.9%, 91.3*, 3.0%, 9.0%, -6.1, -2.6%
> O=C(N/N=C/c1ccco1)c1ccccc1OCc1ccccc1Cl
    -4.7%, 6.8, 0.4%, -15.3%[11.4 µM], 9.6, 4.1%, -1.3%, 1.0, -9.3%
> CCSC1=C(C#N)C2(CCCCC2)C2=C(CC(C)(C)CC2=O)N1
    ?, 0.8, -2.9%, 7.3%, -2.8, -8.6%, 4.4%, -9.2, 0.1%
> O=C(NCCCO)c1cc([N+](=O)[O-])cc2c1C=Cc1ccccc1O2
    ?, -0.6, 1.0%, -43.6%, 25.8, 10.6%, 5.0%, -1.0, -13.0%
> CN(C)c1nc2c(N)ncnc2n1[C@H]1O[C@@H](CO)[C@H](O)[C@@H]1O
    -4.7%, 0.0, -1.0%, 13.3%, -7.1, 2.7%, 0.1%, -2.7, -7.1%
> CC1(C)Cc2nc3oc4c(N5CCOCC5)ncnc4c3cc2CO1
    0.0%, 0.9, -0.4%, 7.5%, 14.8, -1.9%, -12.9%, 1.0, -1.8%
> COc1cc(NC(=O)c2sc3ncn(CC(=O)N4CCCC(C)C4)c(=O)c3c2C)cc(OC)c1OC (stereo not given)
    0.4%, /, -6.8%, -7.8%, /, -4.7%, -9.3%, -0.6, -9.5%
> O=C(C1CCCO1)N1CCN(C(=S)Nc2ccc(Cl)c(Cl)c2)CC1 (stereo not given)
    -6.9%, /, -1.4%, -11.4%, /, 12.8%, 1.3%, -7.9, -8.9%
> O=C(C1CC1)N1CCC(Oc2cccc(C(=O)N3CCCCC3CCO)c2)CC1 (stereo not given)
    23.9%, -0.6, -3.5%, -3.3%, -17.0, 4.9%, -2.2%, -3.3, 4.7%
> O=C(O)c1cccc2c1C(=O)c1ccccc1C2=O
    -6.2%, 2.3, -1.7%, -12.1%, -6.3, -24.4%, 2.8%, 0.0, -0.1%
> O=C(O)CC1(CC(=O)Nc2ccc3sccc3c2)CCCCC1
    0.0%, 0.7, 8.1%, -6.8%, 1.1, 6.5%, -0.5%, -6.3, 1.7%

A draw from above in order of number of heavy atoms, descending:
Order of results: ALOX12 inh, D2 agonist, Glioma ERSR ind, RGS4 inhibitor, D2 antag, ERG-DNA inh, Vif-A3F inh, LDHA block, Vif-A3G inh
> O=C(C1CC1)N1CCC(Oc2cccc(C(=O)N3CCCCC3CCO)c2)CC1 (stereo not given)
    23.9%, -0.6, -3.5%, -3.3%, -17.0, 4.9%, -2.2%, -3.3, 4.7%
> O=C(C1CCCO1)N1CCN(C(=S)Nc2ccc(Cl)c(Cl)c2)CC1 (stereo not given)
    -6.9%, /, -1.4%, -11.4%, /, 12.8%, 1.3%, -7.9, -8.9%
> CN(C)c1nc2c(N)ncnc2n1[C@H]1O[C@@H](CO)[C@H](O)[C@@H]1O
    -4.7%, 0.0, -1.0%, 13.3%, -7.1, 2.7%, 0.1%, -2.7, -7.1%

A portion of the library; rates above refer to the full screens.
